SMARCA2 act: SMARCA2 (BRM) function activators, primary screen, cell-based, luminescence, high throughput; MG213 cells, MMTV-luciferase reporter, dexamethasone, overnight; activation, % at 9.1 µM; 1% of 370,000 active; in the data active = activation above about 7.8%;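 note: 0% = vehicle wells and 100% = reference activator wells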
Rev-erbA mod: modulators of Rev-erb alpha DNA binding, primary screen, biochemical, FITC-DNA, fluorescence polarization, uHTS; Rev-erbα–FITC-DNA binding, 90 min; 0.79% of 370,000 active; AID 1259318, 2017; Nuclear receptor subfamily 1 group D member 1 (Homo sapiens), P20393; activity, % at 10 µM;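 active = activity above about 14%, limit read from the data; passing the limit was not always enough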;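 note: 0% = DMSO wells with 35 nM protein and 100% = DMSO wells with 750 nM protein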
hcDAF12 agonist: H. contortus DAF-12 nuclear receptor activators, primary screen, cell-based, luminescence, HEK293, lit1-tk-luc reporter; activation, % at 6.8 µM; 1.4% of 370,000 active; HEK293 hcDAF-12 lit1-tk-luc reporter; 0% DMSO, 100% Δ7-dafachronic acid;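 active = activation above the mean of all tested compounds plus 3 SD, cut at about 5.5% in these data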;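 note: 100% = response to 3 µM Δ7-dafachronic acid high control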
ssDAF12 agonist: S. stercoralis DAF-12 nuclear receptor activators, primary screen, cell-based, luminescence, HEK293, GRIP1 co-expression, lit1-tk-luc. 1% of 370,000 active. activation, % at 6.8 µM. Nuclear hormone receptor DAF-12 (Strongyloides stercoralis). HEK293 ssDAF-12/GRIP1 lit1-tk-luc reporter; % of 3 µM dafachronic acid response;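 active = activation above the mean over all tested compounds plus 3 SD, cut at about 0.9% in these data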;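 note: 0% = DMSO-only wells and 100% = 3 µM delta7-dafachronic acid wells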
PLCb3 inh: human PLC-beta3 inhibitors, primary screen, biochemical, fluorescence; 0.18% of 370,000 active; inhibition, % at 12.2 µM; AID 720704, 2013; Purified PLC-beta3, fluorogenic substrate; 1-phosphatidylinositol 4,5-bisphosphate phosphodiesterase beta-3 (Homo sapiens), Q01970; in the data active = inhibition above about 11%;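 note: 0% = median of compound wells on plate and 100% = full blocker control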
Target sequence (Q01970 whole entry, looked up): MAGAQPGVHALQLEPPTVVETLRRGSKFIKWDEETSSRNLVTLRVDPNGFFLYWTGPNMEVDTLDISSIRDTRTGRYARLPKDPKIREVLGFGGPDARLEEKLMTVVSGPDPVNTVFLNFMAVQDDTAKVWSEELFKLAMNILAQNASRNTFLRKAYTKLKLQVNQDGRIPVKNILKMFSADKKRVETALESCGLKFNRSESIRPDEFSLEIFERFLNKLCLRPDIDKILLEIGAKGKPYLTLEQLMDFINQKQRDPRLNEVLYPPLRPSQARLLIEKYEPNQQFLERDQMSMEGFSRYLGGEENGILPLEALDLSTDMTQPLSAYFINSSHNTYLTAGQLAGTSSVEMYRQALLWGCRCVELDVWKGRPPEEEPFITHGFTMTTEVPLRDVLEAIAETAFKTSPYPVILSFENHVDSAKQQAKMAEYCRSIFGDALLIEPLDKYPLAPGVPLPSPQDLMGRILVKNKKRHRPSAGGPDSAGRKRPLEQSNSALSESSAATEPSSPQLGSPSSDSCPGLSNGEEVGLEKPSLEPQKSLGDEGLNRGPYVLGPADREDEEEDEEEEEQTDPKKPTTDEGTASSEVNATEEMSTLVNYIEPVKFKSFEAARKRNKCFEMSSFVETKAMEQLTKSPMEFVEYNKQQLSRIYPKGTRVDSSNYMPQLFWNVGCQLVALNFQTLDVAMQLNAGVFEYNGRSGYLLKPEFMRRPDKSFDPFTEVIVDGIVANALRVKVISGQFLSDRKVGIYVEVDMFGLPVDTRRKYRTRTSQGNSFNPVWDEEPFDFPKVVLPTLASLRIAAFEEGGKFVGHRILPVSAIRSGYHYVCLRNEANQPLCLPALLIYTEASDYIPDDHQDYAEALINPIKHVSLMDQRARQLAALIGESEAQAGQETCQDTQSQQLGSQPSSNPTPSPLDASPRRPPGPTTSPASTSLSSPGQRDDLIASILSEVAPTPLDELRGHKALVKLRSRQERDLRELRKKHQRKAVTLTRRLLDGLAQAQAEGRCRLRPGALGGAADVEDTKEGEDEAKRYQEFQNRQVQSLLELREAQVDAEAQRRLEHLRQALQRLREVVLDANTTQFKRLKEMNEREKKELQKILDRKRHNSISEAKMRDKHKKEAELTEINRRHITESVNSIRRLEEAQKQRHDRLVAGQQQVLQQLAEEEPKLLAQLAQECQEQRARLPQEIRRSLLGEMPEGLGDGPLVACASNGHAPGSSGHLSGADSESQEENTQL
DAX1 inh-1: DAX1 (NR0B1) inhibitors, primary screen, cell-based, HEK293, Gal4-DAX1, luciferase luminescence. Nuclear receptor subfamily 0 group B member 1 (Homo sapiens), P51843. HEK293 Gal4-DAX1 luciferase reporter. inhibition, % at 6.75 µM. 0.99% of 340,000 active. AID 504766, 2011;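 active = inhibition above the mean over all tested compounds plus 3 SD, cut at about 4.2% in these data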;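 note: 0% = DAX1-transfected cells with DMSO and 100% = empty-vector control cells with DMSO; inhibition shows as a rise in luminescence from relieved DAX1 repression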
hgDAF-12 ag: H. glycines DAF-12 receptor agonists, primary screen, cell-based, luminescence, HEK293, GAL4 fusion, UAS-luciferase. Nuclear hormone receptor DAF-12 (Heterodera glycines), GAL4 fusion. HEK293 GAL4-hgDAF12 UAS-luciferase reporter, agonist luminescence; normalized to butyrate control. activation, % at 6.8 µM. 1.8% of 370,000 active;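 active = activation above a cutoff set at the mean of all screened compounds plus 3 SD, cut at about 10% in these data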;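 note: 0% = DMSO wells and 100% = sodium butyrate wells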
ADAM17 inh: ADAM17 inhibitors, primary screen, biochemical, QFRET; Disintegrin and metalloproteinase domain-containing protein 17 (Homo sapiens), P78536; recombinant ADAM17, EDANS/DABCYL FRET peptide cleavage; 0.83% of 370,000 active; AID 720648, 2013; inhibition, % at 6.95 µM;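 active = inhibition above the mean of compounds lying between control limits plus 3 SD, set per campaign, cut at about 8.5% in these data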;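 note: 0% = DMSO-only wells as the low control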
PLC-gamma1 inh: PLC-gamma1 enzyme inhibitors, primary screen, biochemical, fluorescence, purified enzyme; fluorogenic substrate; inhibition, % at 12.2 µM; 0.84% of 370,000 active; AID 720700, 2013; in the data active = inhibition above about 9.5%
MBD2 inh: inhibitors of MBD2 binding to methylated DNA, primary screen, biochemical, TR-FRET, DNA-binding domain, human; MBD2 binding to methylated oligonucleotide; 0.31% of 370,000 active; inhibition, % at 4.4 µM; AID 686964, 2013; in the data active = inhibition above about 13%
DAX1 inh-2: DAX1 (NR0B1) inhibitors on StAR promoter, primary screen, cell-based, luminescence, SF-1 (NR5A1), full-length DAX-1; HEK293T StAR-luciferase reporter, SF-1/DAX-1 repression relief; AID 652010, 2013; inhibition, % at 6.8 µM; 1.1% of 370,000 active;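 active = inhibition above the mean over all tested compounds plus 3 SD, cut at about 3.6% in these data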;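 note: 0% = DAX-1 cells with DMSO and 100% = cells lacking DAX-1 with DMSO; higher inhibition means more luminescence from relief of DAX-1 repression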
Numbers without * were called inactive; nt = not tested or not shown. The order is random; 7.4% or so of the library scored in one or more.

entry	compound	SMARCA2 act	Rev-erbA mod	hcDAF12 agonist	ssDAF12 agonist	PLCb3 inh	DAX1 inh-1	hgDAF-12 ag	ADAM17 inh	PLC-gamma1 inh	MBD2 inh	DAX1 inh-2
1	NC(=NCc1ccccc1)C(N=Nc1ccccc1)C(=O)NCc1ccccc1 (stereo not drawn)	-6.5	-3.8	-0.2	-1.1	-2.9	1.2	0.1	-3.2	0.7	4.5	-1.4
2	Cc1ccc(NC(=O)CCn2c(=S)oc3ccccc32)cc1F	-0.2	-4.7	0.6	-1.1	0.8	1.0	0.2	3.5	1.1	-2.3	0.3
3	O=S(=O)(c1cccs1)N1CCCc2nc(-c3ccccc3)ccc21	-6.1	1.0	0.3	-0.7	-4.8	nt	0.9	-2.2	-5.0	-4.8	0.8
4	Cc1ccc(S(=O)(=O)N(C)CC(=O)NNC(=O)CCC(=O)c2ccc(F)cc2)cc1	-1.1	-5.9	-1.5	-1.2	4.5	0.0	3.5	0.2	2.8	3.4	-1.1
5	Cc1ccc(N2C(=O)C(CC(=O)Nc3cccc(F)c3)N(C3CC3)C2=O)cc1 (stereo not drawn)	1.4	-1.2	0.6	0.4	4.8	0.1	7.1	0.4	3.8	0.6	0.8
6	O=C(NC1CCSc2ccccc21)c1ccccc1Br (stereo not drawn)	-1.7	-5.2	-1.3	-1.2	-7.1	0.9	1.2	3.4	4.6	7.5	-1.3
7	O=C(O)CC1S/C(=N/N=C/c2ccc([N+](=O)[O-])cc2)N(c2ccc(O)cc2)C1=O (stereo not drawn)	-2.4	0.5	-1.9	-1.6	6.7	0.0	-3.3	1.6	5.8	5.3	-0.8
8	O=C(/C=C/c1ccc(F)cc1)Nc1ccc2[nH]c(=O)[nH]c2c1	-2.4	2.3	-1.5	-1.8	-19.0	1.4	-1.8	-4.0	-8.2	-4.0	0.1
9	COc1ccc([C@@H]2[C@@H]3C(=O)N(C(C)(C)C)C(=O)[C@@H]3[C@]3(Cc4ccccc4)C(=O)N(c4ccc(C)cc4)C(=O)N23)cc1	1.3	6.7	0.5	-0.5	2.9	-0.2	0.9	5.3	0.1	0.6	-0.2
10	CNC(=O)c1snnc1-c1ccccc1	-1.8	0.8	-0.5	-1.2	1.2	0.3	1.5	-5.7	-0.9	-3.8	0.0
11	CC1(C)CC(=O)C2=C(C1)OC(c1ccc(O)cc1)C(C#N)=C2N (stereo not drawn)	-1.6	-4.0	-0.2	-1.2	2.1	-0.5	-0.2	1.9	0.0	-9.5	-0.1
12	O=C(Cn1c(=O)oc2ccccc21)N(Cc1ccccc1)C1CCS(=O)(=O)C1 (stereo not drawn)	-4.6	-0.9	-0.7	-1.3	0.8	0.4	-2.0	0.0	6.5	-0.6	0.1
13	O=c1cnnc(N/N=C/C2CC=CCC2)[nH]1 (stereo not drawn)	1.4	0.6	1.9	-0.8	-14.2	1.4	0.0	-4.7	-12.1	-3.2	0.4
14	Cc1ccc(S(=O)(=O)N(CC(=O)NN=C2CCN(C)CC2)c2ccc(C(C)C)cc2)cc1	-3.7	-4.0	-0.6	-1.2	-0.1	0.7	0.3	2.2	-5.0	2.0	-0.5
15	Cc1ccc(S(=O)(=O)N(C)C)cc1NC(=O)COC(=O)/C=C/c1ccc2ccccc2n1	2.8	-6.3	1.4	-0.1	-6.4	0.3	3.2	-4.1	-7.3	-0.5	5.0*
16	CCNc1nc2c(c(=O)n(Cc3ccccc3)c(=O)n2C)n1Cc1ccccc1	-0.4	-3.8	-2.3	-1.1	1.9	-0.9	-0.2	-2.8	5.3	-4.7	0.8
17	COc1ccc(-c2csc(CCn3nc(C)cc3C)n2)cc1OC	-2.0	-7.0	-2.0	-1.2	-2.3	3.2	-2.7	1.4	5.5	-1.6	0.1
18	COc1ccccc1N(CC(=O)Nc1ccc(S(=O)(=O)N2CCCCC2)cc1)S(C)(=O)=O	0.7	-4.2	-2.0	-1.1	-0.1	-1.1	-0.6	-0.1	-4.0	3.7	-0.3
19	Cc1noc(C)c1CSCC(=O)Nc1ccccc1N1CCCC1	-0.6	1.9	-0.2	-1.1	-5.9	-2.2	-2.4	-1.3	-0.3	-0.6	0.7
20	Cc1c(NC(=O)Nc2ccccc2Cl)c(=O)n(-c2ccccc2)n1C	2.3	7.8	0.2	-1.0	-2.2	1.9	2.0	-2.9	3.2	5.9	-0.1
21	CN(C)S(=O)(=O)c1cccc(NC(=O)CCNC(=O)Nc2ccccc2)c1	-0.9	1.4	-1.7	-0.6	-3.1	-0.4	-0.5	-5.6	-0.5	3.2	0.5
22	Cc1ccc(OCC2Cn3c(nc4c3c(=O)n(C)c(=O)n4C)O2)cc1 (stereo not drawn)	1.2	2.0	0.9	-1.3	5.1	0.5	2.9	0.8	1.2	-5.8	-0.5
23	Cc1ccc(NC(=O)COC(=O)c2cc(Cl)ccc2[N+](=O)[O-])cc1	5.7	-0.9	-3.5	-1.8	-0.7	0.1	1.7	-1.2	3.2	2.1	-0.5
24	Cc1occc1-c1nnc(SCC(=O)c2c(N)n(Cc3ccccc3)c(=O)n(C)c2=O)n1C	-0.9	0.5	-0.8	-1.6	1.9	2.4	-3.1	-3.2	3.1	9.9	0.6

Next part (four carried over from the part before).
entry	compound	SMARCA2 act	Rev-erbA mod	hcDAF12 agonist	ssDAF12 agonist	PLCb3 inh	DAX1 inh-1	hgDAF-12 ag	ADAM17 inh	PLC-gamma1 inh	MBD2 inh	DAX1 inh-2
21	CN(C)S(=O)(=O)c1cccc(NC(=O)CCNC(=O)Nc2ccccc2)c1	-0.9	1.4	-1.7	-0.6	-3.1	-0.4	-0.5	-5.6	-0.5	3.2	0.5
22	Cc1ccc(OCC2Cn3c(nc4c3c(=O)n(C)c(=O)n4C)O2)cc1 (stereo not drawn)	1.2	2.0	0.9	-1.3	5.1	0.5	2.9	0.8	1.2	-5.8	-0.5
23	Cc1ccc(NC(=O)COC(=O)c2cc(Cl)ccc2[N+](=O)[O-])cc1	5.7	-0.9	-3.5	-1.8	-0.7	0.1	1.7	-1.2	3.2	2.1	-0.5
24	Cc1occc1-c1nnc(SCC(=O)c2c(N)n(Cc3ccccc3)c(=O)n(C)c2=O)n1C	-0.9	0.5	-0.8	-1.6	1.9	2.4	-3.1	-3.2	3.1	9.9	0.6
25	CCOC(=O)N/N=C1\CCS(=O)(=O)c2ccc(Cl)cc21	-3.7	3.5	1.3	-0.1	-2.8	2.1	-0.5	-5.8	0.9	-3.9	-0.4
26	c1ccc(-c2ccc3c(c2)NC(C2Nc4cc(-c5ccccc5)ccc4O2)O3)cc1 (stereo not drawn)	-0.1	-5.3	-1.2	-1.0	-4.3	-0.5	-0.3	-6.8	-2.5	2.1	-0.3
27	COc1ccc2[nH]c3c(c2c1)CCN1C(=O)C(CC(=O)NCc2cccc(C(F)(F)F)c2)C[C@H](C(=O)N2CCOCC2)[C@@]31C (stereo partly drawn)	0.5	-7.2	0.0	-1.4	0.0	0.3	-3.3	-1.0	2.3	-0.8	0.6
28	Cn1c(=O)c2sccc2n2c(CCCC(=O)Nc3ccc(F)cc3F)nnc12	-3.0	2.0	1.4	-0.6	-5.5	-1.2	-1.4	2.2	3.9	1.9	0.6
29	O=C(c1cc(-c2cccs2)on1)N1CCN(C(c2ccccc2)c2ccccc2)CC1	2.2	15.3	-1.4	-1.3	3.5	-0.7	-2.3	1.6	3.2	-3.0	0.4
30	Cc1nc(C)c(C(=O)N/N=C/c2cn(C)c3ccccc23)s1	-4.1	-4.4	-2.1	-1.4	-75.8	-0.9	-2.4	7.3	-52.9	-3.9	-1.5
31	CC1(C(=O)Nc2ccc3nc[nH]c3c2)CCN1C(=O)c1ccccc1CCc1ccccc1 (stereo not drawn)	-1.4	2.1	-1.5	-1.5	0.4	nt	-2.3	-0.2	-1.1	-0.3	-0.3
32	COC(=O)c1ccccc1NC(=O)c1cccnc1	-2.1	-3.6	0.7	-1.3	3.7	1.9	-1.6	3.6	8.8	-7.2	-0.5
33	COc1cc(C(=O)NCc2nnc(SCC(=O)Nc3nccs3)o2)cc(OC)c1OC	-3.7	2.0	0.2	-0.1	-0.5	-0.9	-0.3	-2.7	0.6	0.1	1.1
34	COc1ccnc(Oc2ccc(Cl)cc2)c1C#N	-2.3	4.0	-1.7	-1.0	3.1	0.0	3.1	1.1	4.5	1.5	-0.1
35	Cc1ccc(S(=O)(=O)Oc2ccc(/C=C3\N=C(c4cccc(C)c4)OC3=O)cc2)cc1	-1.2	0.7	-0.6	-2.2	1.6	0.6	-0.2	-4.2	-1.3	2.1	0.2
36	CCCCNC(=O)COC(=O)c1cc2c(C)nn(-c3ccccc3)c2s1	1.4	-2.5	0.8	-0.4	-13.1	-0.1	1.1	-13.4	-9.2	1.1	0.2
37	O=Cc1ccc(N2CCCC2)o1	1.9	1.1	0.5	-1.4	4.0	2.1	-1.9	1.9	3.4	-3.0	-1.0
38	Cc1ccc(S(=O)(=O)N2c3ccccc3OC(C(=O)OC(C)(C)C)(C(=O)OC(C)(C)C)C2CC(=O)c2ccccc2)cc1 (stereo not drawn)	-3.5	-3.4	-0.7	-0.8	2.5	nt	1.2	0.1	2.4	5.8	0.1
39	O=C(NCc1ccc(N2CCCC2=O)cc1)c1cc(COc2c(F)cccc2F)on1	0.1	6.4	-3.8	-1.4	-13.7	-0.7	-2.7	-1.7	-6.0	7.3	-0.6
40	Cc1ccc(S(=O)(=O)NC(=NCC(=O)O)c2ccc(F)cc2)cc1	-2.3	0.5	0.0	-0.8	0.8	0.7	0.2	-0.9	1.0	-4.4	0.9
41	CC(=O)C1C(c2cccc(F)c2)c2c(n[nH]c2C)CC1(C)O (stereo not drawn)	-3.8	-1.2	0.2	-1.2	-4.9	1.5	1.9	-4.4	-1.3	1.6	-0.3
42	Cc1nnc(Sc2nc3ccccc3o2)c2ccccc12	-2.2	3.3	2.1	-0.3	-1.4	0.3	2.4	-2.4	0.5	-2.8	1.3
43	CC(=O)SCC[N+](C)(C)C	-3.6	0.9	-2.5	-1.7	-0.1	1.0	-0.8	-3.5	-3.0	-2.3	0.6
44	Cc1[nH]c2ccccc2c(=O)c1CN(C)Cc1ccccc1	-1.8	-2.9	0.2	-0.6	0.8	2.5	7.2	-2.3	-0.1	2.4	0.2
45	CCn1nc(C)cc1Nc1ccccc1	-3.8	0.8	0.8	-1.0	-1.2	-0.9	-3.7	-2.8	-2.3	-9.4	-0.5
